Bioassay records deposited in PubChem by several laboratories.
MsrA inh – inhibitors of bovine MsrA. purified bovine MsrA, absorbance read-out. inhibition, % at 15.5 µM. actives 0.75% (n = 360,000); in the data active = inhibition above about 4.5%;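 note: 0% = vehicle wells with enzyme and 100% = reference inhibitor wells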
Rin1-Abl PPI inh – inhibitors of human Rin1-Abl protein interaction | inhibition, % at 7.35 µM | actives 0.4% (n = 360,000) | AID 588664 | TR-FRET Rin1/Abl binding, biochemical; in the data active = inhibition above about 5%, passing the limit was not always enough
E coli Lon inh – inhibitors of E. coli Lon protease | P0A9M0 | purified E. coli Lon protease, fluorescence polarization | inhibition, % at 7.94 µM | actives 0.42% (n = 360,000) | AID 602123; in the data active = inhibition above about 13%, passing the limit was not always enough;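 note: 0% = enzyme with probe and DMSO and 100% = no enzyme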
Target sequence (P0A9M0 whole entry, looked up): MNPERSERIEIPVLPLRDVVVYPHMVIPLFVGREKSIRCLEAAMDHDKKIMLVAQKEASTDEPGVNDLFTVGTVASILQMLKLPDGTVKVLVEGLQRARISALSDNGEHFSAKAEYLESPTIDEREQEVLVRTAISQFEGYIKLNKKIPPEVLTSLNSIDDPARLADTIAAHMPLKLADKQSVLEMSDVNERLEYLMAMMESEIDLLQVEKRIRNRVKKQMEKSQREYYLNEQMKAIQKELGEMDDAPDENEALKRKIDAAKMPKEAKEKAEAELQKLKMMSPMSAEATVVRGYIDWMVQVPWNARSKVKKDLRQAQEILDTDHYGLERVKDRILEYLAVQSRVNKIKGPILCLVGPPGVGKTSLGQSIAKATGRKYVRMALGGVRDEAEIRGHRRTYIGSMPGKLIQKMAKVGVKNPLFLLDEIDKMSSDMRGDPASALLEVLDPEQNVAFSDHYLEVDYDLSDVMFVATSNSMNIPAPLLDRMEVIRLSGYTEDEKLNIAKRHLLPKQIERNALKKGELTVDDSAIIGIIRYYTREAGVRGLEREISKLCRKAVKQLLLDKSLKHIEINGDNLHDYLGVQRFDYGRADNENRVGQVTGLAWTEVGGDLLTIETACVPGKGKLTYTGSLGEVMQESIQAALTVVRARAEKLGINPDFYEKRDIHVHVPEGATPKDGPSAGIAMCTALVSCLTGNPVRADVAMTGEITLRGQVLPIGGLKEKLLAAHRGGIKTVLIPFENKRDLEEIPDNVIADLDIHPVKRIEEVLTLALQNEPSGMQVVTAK
MLLE-PAM2 inh – inhibitors of microRNA-mediated deadenylation, human PABP1 MLLE binding; GST-MLLE / FITC-PAM2 fluorescence polarization; inhibition, % at 20 µM; actives 0.36% (n = 360,000); AID 588489; in the data active = inhibition above about 35%, passing the limit was not always enough;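 note: plate controls were DMSO wells with GST-MLLE for no effect and wells lacking GST-MLLE protein for full effect; some results filed as inactive read as strong as hits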
Rpn11 block – blocks the human proteasome subunit Rpn11 | O00487 | human 26S proteasome, Ub4-pepOG fluorescence polarization; 20S core pre-blocked with epoxomicin | calls only at 20 µM | actives 0.59% (n = 360,000);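 active = inhibition at 20 µM, scaled to each plate's controls, above about 33%, limit read from the data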
Target sequence (O00487 whole entry, looked up): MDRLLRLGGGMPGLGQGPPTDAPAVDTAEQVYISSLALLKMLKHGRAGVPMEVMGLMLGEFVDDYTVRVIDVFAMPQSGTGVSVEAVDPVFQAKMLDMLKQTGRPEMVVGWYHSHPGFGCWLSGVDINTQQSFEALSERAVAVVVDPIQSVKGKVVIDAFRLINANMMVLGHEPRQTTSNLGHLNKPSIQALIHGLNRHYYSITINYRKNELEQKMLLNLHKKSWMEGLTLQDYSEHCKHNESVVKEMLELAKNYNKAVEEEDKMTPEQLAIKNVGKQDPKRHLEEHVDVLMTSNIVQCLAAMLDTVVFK
CSN deneddyl inh – blocks human CSN-mediated cullin deneddylation; Q92905; Purified CSN, SCF-Nedd8-OG deneddylation, fluorescence polarization; inhibition, % at 12.5 µM; actives 0.38% (n = 360,000); AID 651999;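 active = pattern-corrected inhibition above about 35%, with an unprinted fluorescence ratio check between 0.5 and 1.5, limit read from the data, passing the limit was not always enough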;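 note: 0% = enzyme with substrate and 100% = substrate without enzyme; some results filed as inactive read as strong as hits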
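Assay system: purified human Csn5 enzyme expressed in HEK293T cells; Input: 0.24 nM Csn5 enzyme, final concentration; Reagent: 10 nM SCFSkp2-Nedd8OG; Compound dosing: 12.5 µM single point; Times: reaction 90 min, room temperature; Technique: fluorescence polarization readout.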
FAS-TE inh – FAS thioesterase (human) inhibition; P49327; recombinant FAS-TE, OMFH fluorogenic substrate, fluorescence endpoint; inhibition, % at 15 µM; actives 0.67% (n = 360,000);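 active = compounds whose normalised, plate-corrected inhibition of enzyme fluorescence in the single-dose primary screen is 50% or more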;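 note: 0% = DMSO with enzyme and 100% = substrate without enzyme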
MT1-MMP act inh – blocks activation of human MT1-MMP; P50281; HT1080 RFP-PRO-GFP cells, GFP/RFP ratio fluorescence, overnight; percent of plate control window, DMSO zero; GFP/RFP ratio change, % at 20 µM; actives 0.061% (n = 360,000); AID 651647;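 active = GFP/RFP ratio change of at least 30% with cell ATP level not reduced by more than half and red fluorescence within 50% of control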; note: strong numbers were not always called active
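Assay system: HT1080 RFP-PRO-GFP cells | Dosing: 20 µM single dose, 1% DMSO | Incubation: Cells overnight before dosing, compound overnight, 37 °C, 5% CO2 | Evaluation: GFP/RFP fluorescence ratio | Control set: DMSO-only wells and HT1080 RFP-L50D-GFP cell wells as references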
bovine MsrA act – activates bovine MsrA enzyme; activation, % at 10.6 µM; purified bovine MsrA, absorbance read-out; actives 0.3% (n = 360,000); AID 602163; in the data active = activation above about 7.5%;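 note: 0% = vehicle and 100% = reference activator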
* marks the source's active call; other numbers are inactive results.

`COc1ccccc1NC(=O)CSc1nnnn1C1CCCCC1` gave MsrA inh -0.5, Rin1-Abl PPI inh -1.9, E coli Lon inh -4.5, MLLE-PAM2 inh -3.4, Rpn11 block inactive, CSN deneddyl inh 3.1, FAS-TE inh 1.1, MT1-MMP act inh 13.2 and bovine MsrA act -0.6.
`CSc1nnc(-c2sc3cc(C(F)(F)F)cnc3c2-c2ccccc2)n1C` gave MsrA inh -0.3, Rin1-Abl PPI inh 2.9, E coli Lon inh -8.9, MLLE-PAM2 inh -77.5, Rpn11 block inactive, CSN deneddyl inh -1.0, FAS-TE inh 0.3, MT1-MMP act inh 2.5 and bovine MsrA act -12.3.
COc1cccc(CNC(=O)C2CCN(S(=O)(=O)c3ccc(Br)s3)CC2)c1 was read as MsrA inh 1.1, Rin1-Abl PPI inh 0.6, E coli Lon inh 3.5, MLLE-PAM2 inh 8.1, Rpn11 block inactive, CSN deneddyl inh -0.8, FAS-TE inh 12.8, MT1-MMP act inh -2.8 and bovine MsrA act -3.5.
`CCC(C)Sc1ccc([C@@H]2[C@@H]3C(=O)N(CC)C(=O)[C@@H]3[C@]3(C(=O)OC)CCCCN23)cc1` (stereo not given in full) gave MsrA inh -0.2, Rin1-Abl PPI inh 1.4, E coli Lon inh -3.7, MLLE-PAM2 inh -14.5, Rpn11 block inactive, CSN deneddyl inh -1.8, FAS-TE inh 25.0, MT1-MMP act inh -2.3 and bovine MsrA act -9.7.
O=C(/C=C/c1ccc([N+](=O)[O-])cc1)NCCc1ccc(F)cc1 was read as MsrA inh 0.7, Rin1-Abl PPI inh -6.2, E coli Lon inh -1.2, MLLE-PAM2 inh 10.8, Rpn11 block inactive, CSN deneddyl inh 0.2, FAS-TE inh 23.0, MT1-MMP act inh 2.1 and bovine MsrA act -0.6.
`CCC1=NN2C(=N)/C(=C\c3cccn3-c3cccc(Cl)c3)C(=O)N=C2S1` gave MsrA inh 3.7, Rin1-Abl PPI inh -1.6, E coli Lon inh 1.9, MLLE-PAM2 inh -7.5, Rpn11 block inactive, CSN deneddyl inh 10.8, FAS-TE inh 1.4, MT1-MMP act inh 3.3 and bovine MsrA act -2.7.
COc1ccccc1N(Cc1ccccc1)S(=O)(=O)c1cccc(C(=O)Nc2cccc(C)n2)c1 was read as MsrA inh 1.8, Rin1-Abl PPI inh 1.6, E coli Lon inh 2.8, MLLE-PAM2 inh 3.1, Rpn11 block inactive, CSN deneddyl inh 5.4, FAS-TE inh 31.2, MT1-MMP act inh -10.5 and bovine MsrA act -3.3.
For Cn1c(COc2ccc(Cl)cc2)nnc1SCC(=O)Nc1ccc2c(c1)CCC2 the results were MsrA inh -1.9, Rin1-Abl PPI inh 1.9, E coli Lon inh 0.2, MLLE-PAM2 inh -16.3, Rpn11 block inactive, CSN deneddyl inh 1.1, FAS-TE inh -5.8, MT1-MMP act inh -0.9 and bovine MsrA act -3.1.
`COc1ccc(NC(=O)c2nnn(CC(=O)Nc3ccccc3OC)c2N)c(OC)c1` gave MsrA inh -0.9, Rin1-Abl PPI inh 1.5, E coli Lon inh -9.1, MLLE-PAM2 inh 13.5, Rpn11 block inactive, CSN deneddyl inh -4.4, FAS-TE inh -4.7, MT1-MMP act inh 0.2 and bovine MsrA act -4.5.
`Cc1cc(C)n(Cc2ccc(C(=O)O)o2)n1` gave MsrA inh 0.1, Rin1-Abl PPI inh -0.8, E coli Lon inh -3.8, MLLE-PAM2 inh 2.0, Rpn11 block inactive, CSN deneddyl inh -4.3, FAS-TE inh -9.4, MT1-MMP act inh 2.7 and bovine MsrA act -3.4.
For CCCCOc1ccc(S(=O)(=O)NNC(=O)c2cc3ccccc3o2)cc1 the results were MsrA inh -0.1, Rin1-Abl PPI inh 4.2, E coli Lon inh 5.1, MLLE-PAM2 inh 2.2, Rpn11 block inactive, CSN deneddyl inh 2.0, FAS-TE inh 13.1, MT1-MMP act inh -0.3 and bovine MsrA act -1.0.
For COc1ccc(-c2cc(C(F)F)n3ncc(C(=O)NCCCN4CCCC4=O)c3n2)cc1 the results were MsrA inh 0.7, Rin1-Abl PPI inh 0.2, E coli Lon inh -5.0, MLLE-PAM2 inh -7.4, Rpn11 block inactive, CSN deneddyl inh 1.4, FAS-TE inh -5.1, MT1-MMP act inh -1.5 and bovine MsrA act -6.0.
CCOc1ccc(C(OC(=O)c2ccco2)C(=O)NCc2ccc(C)cc2)cc1 (stereo not given) was read as MsrA inh 1.4, Rin1-Abl PPI inh 2.8, E coli Lon inh -5.6, MLLE-PAM2 inh -11.4, Rpn11 block inactive, CSN deneddyl inh 0.8, FAS-TE inh 14.1, MT1-MMP act inh -5.3 and bovine MsrA act -8.5.
Screening COc1ccc(S(=O)(=O)N2CCC(C)CC2)cc1N(C)S(=O)(=O)c1ccccc1 returned MsrA inh -1.3, Rin1-Abl PPI inh -0.2, E coli Lon inh -4.9, MLLE-PAM2 inh 4.5, Rpn11 block inactive, CSN deneddyl inh -3.5, FAS-TE inh 22.0, MT1-MMP act inh -3.8 and bovine MsrA act -2.5.
Screening CN(Cc1ccc(Cl)cc1Cl)C(=O)c1cccc(S(=O)(=O)N2CCN(c3ccccc3)CC2)c1 returned MsrA inh 1.8, Rin1-Abl PPI inh 2.6, E coli Lon inh -5.4, MLLE-PAM2 inh 5.8, Rpn11 block inactive, CSN deneddyl inh -5.8, FAS-TE inh 28.2, MT1-MMP act inh 7.6 and bovine MsrA act -2.2.
CCN(CCO)C(=O)c1ccc2nc(Cc3ccc(OC)cc3)oc2c1 was read as MsrA inh -0.3, Rin1-Abl PPI inh -1.8, E coli Lon inh -3.8, MLLE-PAM2 inh -7.7, Rpn11 block inactive, CSN deneddyl inh -1.6, FAS-TE inh 0.1, MT1-MMP act inh 4.6 and bovine MsrA act -5.2.
Screening CCOC(=O)C1=C(O)/C(=C/c2ccc(OCC(=O)O)c(OCC)c2)SC1=Nc1ccc(OC)cc1 returned MsrA inh 4.7*, Rin1-Abl PPI inh -0.1, E coli Lon inh -12.1, MLLE-PAM2 inh -0.2, Rpn11 block inactive, CSN deneddyl inh 9.2, FAS-TE inh -7.9, MT1-MMP act inh 2.4 and bovine MsrA act -2.0.
`CN(C)S(=O)(=O)c1ccc(C(=O)Nc2cccc(C(=O)O)c2)cc1` gave MsrA inh -0.1, Rin1-Abl PPI inh -1.4, E coli Lon inh -5.9, MLLE-PAM2 inh 11.4, Rpn11 block inactive, CSN deneddyl inh 3.0, FAS-TE inh -2.4, MT1-MMP act inh -1.2 and bovine MsrA act -0.9.
Screening Nc1ccc(N2CCCCC2)c(S(=O)(=O)Nc2ccc(Cl)cc2)c1 returned MsrA inh -0.5, Rin1-Abl PPI inh -1.4, E coli Lon inh -11.4, MLLE-PAM2 inh -6.8, Rpn11 block inactive, CSN deneddyl inh 5.1, FAS-TE inh 21.0, MT1-MMP act inh 2.9 and bovine MsrA act -2.2.
CC(=O)c1ccc(NC(=O)c2cc(Cl)nc3ccccc23)cc1 was read as MsrA inh -0.5, Rin1-Abl PPI inh 0.7, E coli Lon inh -2.3, MLLE-PAM2 inh 8.3, Rpn11 block inactive, CSN deneddyl inh -0.2, FAS-TE inh 0.3, MT1-MMP act inh 2.4 and bovine MsrA act -9.7.
`CC(Oc1ccc(-c2ccccc2)c(F)c1)c1ccn(S(=O)(=O)c2cccc3ccccc23)n1` (stereo not given) gave MsrA inh 1.2, Rin1-Abl PPI inh -2.4, E coli Lon inh 9.0, MLLE-PAM2 inh 0.6, Rpn11 block inactive, CSN deneddyl inh 3.6, FAS-TE inh 22.7, MT1-MMP act inh -6.8 and bovine MsrA act -1.4.
Screening CC(=O)N1N=C(c2ccccc2)OC1c1cccnc1 (stereo not given) returned MsrA inh 0.4, Rin1-Abl PPI inh 3.1, E coli Lon inh 3.1, MLLE-PAM2 inh 8.8, Rpn11 block inactive, CSN deneddyl inh 6.4, FAS-TE inh -1.6, MT1-MMP act inh 1.1 and bovine MsrA act -0.9.
O=[N+]([O-])c1cccc(-c2cc3cccc[n+]3cc2-c2cccc([N+](=O)[O-])c2)c1 was read as MsrA inh -0.4, Rin1-Abl PPI inh -0.4, E coli Lon inh 3.1, MLLE-PAM2 inh -12.5, Rpn11 block inactive, CSN deneddyl inh -2.9, FAS-TE inh -8.8, MT1-MMP act inh 0.9 and bovine MsrA act -1.9.
Screening O=C(O)c1ccc(-n2nncc2-c2ccco2)cc1 returned MsrA inh 2.8, Rin1-Abl PPI inh 3.4, E coli Lon inh -2.8, MLLE-PAM2 inh -4.3, Rpn11 block inactive, CSN deneddyl inh -0.5, FAS-TE inh -6.7, MT1-MMP act inh 0.0 and bovine MsrA act -1.4.
For Cc1ccc(S(=O)(=O)c2nnn3c2nc(N2CCOCC2)c2ccccc23)cc1C the results were MsrA inh -0.4, Rin1-Abl PPI inh 1.7, E coli Lon inh -0.7, MLLE-PAM2 inh 10.0, Rpn11 block inactive, CSN deneddyl inh 4.3, FAS-TE inh 40.7, MT1-MMP act inh -1.9 and bovine MsrA act -4.5.
`CC(C)OC(=O)/C(=C\c1cccnc1)NC(=O)c1ccccc1` gave MsrA inh 0.0, Rin1-Abl PPI inh 2.6, E coli Lon inh -0.5, MLLE-PAM2 inh 19.0, Rpn11 block inactive, CSN deneddyl inh 12.2, FAS-TE inh -4.3, MT1-MMP act inh 2.1 and bovine MsrA act -3.0.
`CC(=O)CC1c2cc(F)ccc2C=C(c2ccsc2)N1c1ccc(-c2cccnc2)cc1` (stereo not given) gave MsrA inh 0.7, E coli Lon inh -1.1, CSN deneddyl inh 0.8, FAS-TE inh 23.0, MT1-MMP act inh -10.6 and bovine MsrA act -3.9.
For Cn1nnnc1N=N/C(=N/Nc1ccccc1)c1ccccc1 the results were MsrA inh -1.5, Rin1-Abl PPI inh -3.0, E coli Lon inh 11.4, MLLE-PAM2 inh -32.2, Rpn11 block inactive, CSN deneddyl inh -0.3, FAS-TE inh 1.5, MT1-MMP act inh 9.3 and bovine MsrA act -3.9.
For O=C(Cc1ccccc1)c1nc2ccccc2s1 the results were MsrA inh -1.4, Rin1-Abl PPI inh 1.8, E coli Lon inh 5.3, MLLE-PAM2 inh 21.7, Rpn11 block inactive, CSN deneddyl inh -4.2, FAS-TE inh 17.0, MT1-MMP act inh -0.3 and bovine MsrA act -6.7.
For COC(CNC(=O)CNC(=S)N(Cc1ccccc1)Cc1cccs1)OC the results were MsrA inh -0.4, Rin1-Abl PPI inh 1.2, E coli Lon inh -2.6, MLLE-PAM2 inh -116.2, Rpn11 block inactive, CSN deneddyl inh -9.4, FAS-TE inh -4.9, MT1-MMP act inh 0.6 and bovine MsrA act -2.7.
For CCN1CCCC1CNC(=O)Cn1nc(C)n2c(cc3cc(C)ccc32)c1=O (stereo not given) the results were MsrA inh 0.1, Rin1-Abl PPI inh -3.9, E coli Lon inh -2.6, MLLE-PAM2 inh 3.2, Rpn11 block inactive, CSN deneddyl inh 1.9, FAS-TE inh -4.3, MT1-MMP act inh 2.3 and bovine MsrA act -2.6.
`N/C(=N/OC(=O)c1ccccc1F)c1nonc1N` gave MsrA inh -1.6, Rin1-Abl PPI inh 7.2, E coli Lon inh 0.3, MLLE-PAM2 inh -4.2, Rpn11 block inactive, CSN deneddyl inh 3.3, FAS-TE inh -5.8, MT1-MMP act inh 0.0 and bovine MsrA act -2.4.
